# tim23-1 inh: growth inhibitors of tim23-1 mutant yeast. S. cerevisiae tim23-1 growth, BacTiter-Glo luminescence, 24 h. inhibition, % at 20 µM. 330,000 compounds, 1.3% hits. AID 463212;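 active means growth inhibition of the mutant yeast at or above 50%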;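 further: temperature-sensitive mutant grown at 25 °C; plate controls were DMSO-treated mutant yeast for no effect and medium wells lacking yeast for full effect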
# APJ antagonist: blocks the human apelin receptor APJ; P35414; CHO-K1 APJ beta-arrestin complementation, luminescence; inhibition, % at 20 µM; 330,000 compounds, 0.32% hits; AID 2521;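 active means inhibition above about 40% at 20 µM, limit read from the data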;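 further: cells challenged with 10 nM apelin-13 agonist together with compound; plate controls were apelin-13 plus DMSO wells for no effect and DMSO wells lacking apelin-13 for full effect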
# Target sequence (P35414 whole entry, looked up): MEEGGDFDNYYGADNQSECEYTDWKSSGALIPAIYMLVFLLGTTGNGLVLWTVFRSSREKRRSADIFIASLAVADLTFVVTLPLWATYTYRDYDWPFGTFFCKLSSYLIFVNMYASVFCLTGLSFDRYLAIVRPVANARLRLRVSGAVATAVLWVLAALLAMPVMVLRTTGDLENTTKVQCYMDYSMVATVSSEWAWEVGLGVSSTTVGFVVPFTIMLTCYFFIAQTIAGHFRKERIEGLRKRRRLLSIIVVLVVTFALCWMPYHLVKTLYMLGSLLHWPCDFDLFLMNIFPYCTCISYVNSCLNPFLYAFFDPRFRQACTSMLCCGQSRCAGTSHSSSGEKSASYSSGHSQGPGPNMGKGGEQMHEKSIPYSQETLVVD
# MIN6 prolif: MIN6 beta-cell proliferation induction; MIN6 cells proliferation, ATPlite luminescence, 48 h; cells starved in 0.2% serum; 100% = growth in 10% serum; proliferation, % at 10 µM; 330,000 compounds, 0.29% hits; AID 2380;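 active means compounds whose signal lies at least 3.5 SD above the mean of all wells on their plate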;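 further: 0% = DMSO-treated cells in low-serum medium and 100% = 10% serum control; some compounds called inactive have numbers as strong as hits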
# GRIN3A LBD mod: modulates the human NR3A ligand-binding domain; AID 1259313; NR3A LBD differential scanning fluorimetry, Tm shift; 0% = protein alone, 100% = glycine-bound protein; Tm shift relative to glycine control, % at 25 µM; 340,000 compounds, 2.5% hits;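 active means melting temperature shift of at least 10% of the positive control shift, at one fixed dose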
# NALP3 yeast inh: blocks the NALP3 inflammasome reconstituted in yeast. Yeast reconstituted NLRP3/ASC/caspase-1, beta-gal luminescence, 24 h. inhibition, % at 10 µM. 330,000 compounds, 0.39% hits. AID 2825;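 active means inhibition of 50% or more; inactive means inhibition below 50%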;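 further: plate controls were induced DMSO wells for no effect and uninduced yeast grown without galactose for full effect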
# tim10-1 inh: tim10-1 yeast growth inhibition | S. cerevisiae tim10-1 ts strain growth, BacTiter-Glo, 24 h | inhibition, % at 20 µM | 330,000 compounds, 2.2% hits | AID 463190;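 active means inhibition of at least 40%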;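 further: mutant grown at 25 °C; 0% = DMSO wells with yeast and 100% = wells holding no yeast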
# APJ agonist: activates the human apelin receptor APJ | CHO-K1 APJ PathHunter beta-arrestin, luminescence; 0% DMSO wells, 100% apelin | activation, % at 20 µM | 330,000 compounds, 0.11% hits;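 active means activation more than six SD over the plate average, tested at 20 µM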;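 further: 0% = DMSO alone and 100% = apelin-13 at 10 nM; some results filed as inactive read as strong as hits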
#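 Assay system: engineered CHO-K1 APJ arrestin reporter cells; Amount: 1000 CHO-K1 reporter cells seeded per well; Dosing: one dose, 20 µM compound, 1% DMSO; Times: compound stimulation 90 min at 25 °C, detection 60 min; Measured by: luminescent beta-gal fragment complementation, chemiluminescent substrate; Read-out: APJ–arrestin association signal; Controls: DMSO vs Apelin-13 10 nM.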
# TIM10 inh: inhibits growth of TIM10 yeast strain; S. cerevisiae TIM10 strain growth, BacTiter-Glo luminescence, 24 h; 330,000 compounds, 1.4% hits; inhibition, % at 10 µM;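 active means inhibition of 40% or more at the single tested concentration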;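 further: wild-type TIM10 isogenic control strain grown at permissive 25 °C; 0% = DMSO yeast wells and 100% = minimal medium wells without yeast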
# MPTP block: inhibitors of mitochondrial permeability transition pore; isolated mouse mitochondria, Ca2+ swelling absorbance, 30 min; inhibition, % at 10 µM; 360,000 compounds, 1.4% hits; AID 602449;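 active means inhibition of 50% or more, scaled per plate between neutral and stimulator controls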;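 further: 0% = DMSO wells given calcium and 100% = 1 mM EGTA wells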
# Active calls of the source: *; . = no result given. Not a hit list; any-hit rate near 7.2%.
SMILES,tim23-1 inh,APJ antagonist,MIN6 prolif,GRIN3A LBD mod,NALP3 yeast inh,tim10-1 inh,APJ agonist,TIM10 inh,MPTP block
CCOC(=O)CSc1nnc(CSc2nc(N)c3c(C)c(C)sc3n2)n1-c1ccccc1,15,-1,0,-2,6,23,-5,12,0.9
COc1ccc(NC(=O)CSc2nnc(-c3ccco3)n2N)cc1Cl,-17,12,-5,2,10,-19,2,-6,-0.9
CC1CCC2C(=O)N(c3cccc(C(=O)Nc4ccccc4Cl)c3)C(=O)C2C1 (stereo unspecified),20,10,2,1,12,4,1,5,-2.6
Cc1cccc(N2CN(S(=O)(=O)c3cccc([N+](=O)[O-])c3)c3nc4ccccc4nc32)c1,19,5,-3,0,2,15,6,0,31
O=C(CCNS(=O)(=O)c1ccccc1Cl)OCc1nnc(-c2ccccc2Cl)o1,14,7,1,0,12,10,-3,-9,0.9
O=c1c2ccccc2nc2n1CCCCN2,11,-1,-1,3,16,11,0,5,-0.1
Cc1[nH]c2ccccc2c1/C=N/NS(=O)(=O)c1ccccc1,13,-7,-1,-6,8,-2,-1,-4,0.5
Cc1cc(NC(=O)CCC(=O)N(c2ccc(F)cc2)C(C(=O)NC2CCCC2)c2ccncc2)no1 (stereo unspecified),-5,-9,-2,4,20,11,-1,-10,0.7
CCC(=O)N1CCc2cc(S(=O)(=O)NCCCN3CCN(Cc4ccccc4)CC3)ccc21,0,15,-1,-1,25,5,0,15,-0.9
Cn1cccc1Cc1nnc(SCC(=O)NC2CCCCC2)n1-c1ccc(F)cc1,15,2,-2,4,10,24,-4,8,-2.8
CC12CCCCC1N(O)C(=O)C(=O)N2O (stereo unspecified),0,1,-4,-1,8,7,-3,-5,-0.2
CC1CCCN(C(=O)CN2C(=O)c3ccccc3C2=O)C1 (stereo unspecified),18,-18,-2,3,14,0,-5,3,3.0
CC1(C)CC(=O)C(C=Nc2ccccc2Sc2ccccc2)=C(O)C1,44,20,-2,1,-5,32,-1,28,-1.4
COc1ccc(OCC(=O)NCCCCCCNC(=O)COc2ccc(OC)cc2)cc1,16,7,-3,0,6,10,-3,12,0.0
O=C(Nc1ccc2c(c1)OCO2)N1CCN(c2ccccc2Cl)CC1,43,13,-2,27*,-7,18,-6,-27,-0.8
COc1ccccc1C(C)NC(=O)Cc1ccc(S(=O)(=O)N2CCOCC2)s1 (stereo unspecified),1,8,0,0,3,2,1,-3,0.2
COc1ccc(Cl)cc1C(=O)n1cnc2ccccc21,6,0,-1,-1,20,-17,-3,-18,-0.1
Cn1cc(Br)c(C(=O)Nc2sc3c(c2C(N)=O)CCC3)n1,-4,8,-1,-7,18,-1,-5,-1,-0.9
Cc1ccc(S(=O)(=O)[N-]c2nc3ccccc3nc2-n2cc[n+](Cc3ccccc3)c2)cc1,7,-8,-2,-1,15,-36,0,-28,5.6
O=C(CN1C(=O)c2ccccc2C1=O)NCC(=O)OCC(=O)c1cccc([N+](=O)[O-])c1,2,70*,-1,0,1,-3,-9,12,-0.8
Cc1cccc(N2CCN(C(=O)c3ccc(CS(=O)(=O)c4ccccc4C)o3)CC2C)c1 (stereo unspecified),32,0,-5,2,-9,25,0,27,6.6
O=C(O)c1cccc(S(=O)(=O)Nc2ccccc2N2CCOCC2)c1,3,-21,1,-1,8,-3,-1,-20,-0.1
CC(=O)N1CCN(C(=O)c2cccc(S(=O)(=O)NCc3ccccc3)c2)CC1,-2,17,-3,0,10,9,6,-6,-0.4
CCOC(=O)c1c(C)[nH]c(C(=O)NNC(=O)c2ccccc2)c1C,-4,3,0,1,-5,-3,-4,-10,-2.4
CC(C)c1nnc(NC(=O)CC(=O)Nc2ccccc2C(=O)O)s1,10,4,0,-1,8,0,0,2,-1.5
C=CCN1C(=O)c2ccc(C(=O)N3CCC(C(N)=O)CC3)cc2C1=O,8,13,-4,2,8,5,-6,-2,-1.6
COc1ccc(N2CCN(C(=S)NCc3ccc(C)cc3)CC2)cc1,0,1,1,0,6,-7,-2,-1,1.6
CC(NCc1ccc(F)cc1)C(=O)Nc1cc(S(=O)(=O)N2CCCCC2)ccc1Cl (stereo unspecified),41,-7,-4,1,10,27,5,10,2.3
Cc1nn(CCC(=O)NCc2ccc(N(C)C)cc2)c(=O)c2nn(-c3ccccc3)c(C)c12,10,-32,8,1,17,17,-4,-2,2.2
Cc1cccc(OCC2=NS(=O)(=O)c3ccccc3N2)c1,15,-5,-1,-3,11,13,4,25,2.6
COc1ccc(CC(=O)Nc2ccccc2NC(=O)Cc2ccc(OC)cc2)cc1,4,5,-1,-1,17,14,-1,13,-0.7
CCOC(=O)C(=O)N1CCN(CC)CC1,6,1,1,-3,12,10,2,4,-0.9
COc1cccc(CNCc2ccccc2OC)c1,0,10,-3,-1,13,-12,-1,2,-0.3
CC(C)(C)NC(=O)C(c1ccncc1)N(C(=O)Cn1nnc(-c2ccc(F)cc2)n1)c1ccccc1 (stereo unspecified),-4,2,-1,-2,10,-8,-4,6,-0.2
Cc1ccc(Sc2ccc(C(=O)N(C)C)cc2[N+](=O)[O-])cc1,32,-14,-3,-1,19,-11,-2,-5,-1.0
Cc1ccc2cc3c(NC(=O)c4cccnc4)nn(C)c3nc2c1,20,-16,0,-3,32,21,2,8,-3.4
CSc1ccccc1NC(=O)COC(=O)c1ccc(O)cc1,11,-13,-3,1,2,6,1,15,-1.9
O=C(CSc1ncc(C(=O)O)n1-c1ccc(F)cc1)NCc1ccc2c(c1)OCO2,-6,7,-1,-2,21,-3,-2,-6,-2.5
CNC(=S)N/N=C/c1cn(Cc2ccc(C)cc2)c2ccccc12,40,0,-4,-2,10,40,-4,51*,3.9
Cn1cc(C=O)c2cc(F)ccc21,-5,-2,-2,0,16,-5,-1,0,-1.9
Cn1nc(-c2ccccc2)cc1NC(=O)Nc1ccccc1F,17,3,-1,-4,15,-11,-4,-1,9.5
O=C(NCc1ccccn1)c1cn(Cc2ccccc2)nn1,7,-16,-1,0,21,5,6,-17,-0.8
COC(=O)CN1C(c2ccc(Cl)cc2)=Nc2ccc(Cl)cc2C1c1ccccc1 (stereo unspecified),45,8,-6,0,18,32,-3,21,2.3
CCC(C)NC(=O)c1cc2cc3ccc(OC)cc3nc2o1 (stereo unspecified),21,-12,-5,-2,-2,15,-1,20,0.1
C=C(C)c1ccc(C(C)(C)NC(=O)N2CCN(C)CC2)cc1,-8,1,-1,-1,12,-10,-2,-10,-0.2
Cc1ccccc1NC(=O)c1ccc2c(c1)CCN2S(C)(=O)=O,10,2,0,0,10,6,-5,1,1.5
NC(=O)Cn1cc(/C=N/NC(=O)c2ccc(Cn3cc(Cl)cn3)o2)c(-c2ccccc2)n1,4,8,-2,-1,19,3,-4,10,-0.9
CCCc1cc(=O)[nH]c(SCC(=O)c2ccc(S(=O)(=O)N3CCCC3)cc2)n1,-5,7,-1,-2,13,15,-4,-15,3.6

# Compounds listed so far that contain two or more sulfur atoms:
SMILES,tim23-1 inh,APJ antagonist,MIN6 prolif,GRIN3A LBD mod,NALP3 yeast inh,tim10-1 inh,APJ agonist,TIM10 inh,MPTP block
CCOC(=O)CSc1nnc(CSc2nc(N)c3c(C)c(C)sc3n2)n1-c1ccccc1,15,-1,0,-2,6,23,-5,12,0.9
COc1ccccc1C(C)NC(=O)Cc1ccc(S(=O)(=O)N2CCOCC2)s1 (stereo unspecified),1,8,0,0,3,2,1,-3,0.2
CCCc1cc(=O)[nH]c(SCC(=O)c2ccc(S(=O)(=O)N3CCCC3)cc2)n1,-5,7,-1,-2,13,15,-4,-15,3.6

# (continued)
SMILES,tim23-1 inh,APJ antagonist,MIN6 prolif,GRIN3A LBD mod,NALP3 yeast inh,tim10-1 inh,APJ agonist,TIM10 inh,MPTP block
Nc1nnc(SCC(=O)N2CCN(c3ccccc3)CC2)s1,6,-9,-2,-1,-3,12,-5,-17,-0.1
CCc1ccc(NC(=O)N(Cc2cccnc2)Cc2ccco2)cc1,7,6,0,-1,-20,31,-4,18,-1.2
CCCCCC1CCC(c2ccc(/C(N)=N/O)cc2)CC1 (stereo unspecified),-18,-31,-4,1,11,-51,0,-29,3.4
Cc1ccc(S(=O)(=O)N2CCN(C)CC2)cc1C,-8,5,-2,2,17,-9,-2,-13,-0.2
O=C(Nc1ccc(N2CCOCC2)cc1)c1cc(F)c(F)cc1Cl,15,-5,-1,-3,8,10,-1,10,-0.7
Cc1ccc(-c2ccc(CCC(=O)O)o2)cc1,24,23,-3,0,36,15,-2,-6,-1.1
CCCn1cc(CN2CCC(n3nccc3NC(=O)c3ccccc3)CC2)c(C)n1,12,-8,2,-1,17,13,0,1,1.8
Fc1ccc(-c2csc(NC3=NCCC3)n2)cc1,1,-7,1,0,7,24,-2,-11,-0.4
CN(Cc1cccnc1)C(=O)CC1C(=O)NCCN1CC(c1ccccc1)c1ccccc1 (stereo unspecified),1,-3,-3,0,12,22,-1,7,0.0
Cc1nc(NC(=O)CCC(=O)O)sc1C(=O)N(C)C,-7,14,-3,-2,3,4,-5,-6,-8.0
CNC(=S)NC1CC2CCC(C1)N2Cc1ccccc1 (stereo unspecified),-7,12,-3,1,23,-5,5,7,0.1
CN(C)S(=O)(=O)c1ccc2c(c1)c(=O)c(C(=O)N1CCN(c3ccccn3)CC1)cn2C,-2,17,1,-1,6,-10,-3,-10,-0.9
O=C(Nc1c(C(=O)N2CCCC2)cnn1-c1ccccc1)c1cccc(F)c1,13,0,-4,1,15,22,-4,-9,0.5
CCn1c(CCNC(=O)c2cccs2)nnc1SCC(=O)Nc1cccc(Cl)c1,0,-5,-2,2,9,0,-3,-1,-0.3
O=C(N=C1SC2CS(=O)(=O)CC2N1c1ccc(Cl)cc1)C1CCCO1 (stereo unspecified),14,-22,-1,1,-2,11,-4,0,2.1
COc1ccccc1-n1c(SCC(=O)O)nc2c(sc(=S)n2-c2ccc(Cl)c(C)c2)c1=O,-5,-3,-4,0,11,5,-2,5,1.0
Cc1cc(C)c(C(=O)Nc2cccc(F)c2)c(Cl)n1,15,8,-3,-1,15,-8,-1,2,-0.3
CNC(=O)C1CC(=O)N(CCc2ccc(C)cc2)C1 (stereo unspecified),-2,12,0,1,7,-15,-1,8,0.3
Clc1ccc(CNc2nc(CN3CCOCC3)nc3scc(-c4ccccc4)c23)cc1,45,-9,0,6,14,48*,1,51*,-1.4
O=C(CN1C(=O)NC(CCc2ccccc2)C1=O)Nc1ccccc1C(F)(F)F (stereo unspecified),5,0,-2,1,12,7,1,7,-0.2
COCCn1c(CN2CCN(c3cccc(Cl)c3)CC2)nc2c1c(=O)n(C)c(=O)n2C,9,5,-5,-1,20,14,-2,17,7.1
N#Cc1cccc(C(=O)Nc2ccccc2C(=O)NC2CC2)c1,0,-34,-2,.,25,10,-6,-1,0.4
C/C(=C\c1ccccc1)CN1CCN(C)CC1,-4,12,1,2,7,-16,-1,-2,1.1
CC(=O)Nc1ccc(C(=O)OCC(=O)Nc2c(C)n(C)n(-c3ccccc3)c2=O)cc1,-1,3,-1,1,13,-6,-4,-4,-0.3
COC(=O)c1ccccc1NC(=O)CSCC(=O)Nc1ccccc1,6,-8,-1,-1,8,31,-1,-13,-1.8
CCOC(=O)c1c(NC(=O)CSc2nnnn2-c2ccccc2)sc2c1CCC(C)C2 (stereo unspecified),15,15,0,17*,14,8,-2,8,-0.5
O=C(/C=C/c1ccccc1F)c1ccoc1,20,13,-4,0,1,19,-1,12,-2.2

# Compound activity as filed in PubChem BioAssay.
